IDH1 R132H inh: inhibitors of human mutant IDH1 R132H. O75874. 390,000 compounds, 0.093% hits. Potency, µM (top dose mostly 76.6 µM), for the others: at the top dose activity change, negative = inhibition, most hits filed as inhibitors. IDH1-R132H enzyme, NADPH consumption, diaphorase/resazurin fluorescence; further: on the % scale 0 is the no-effect control and ±100 the full control effect; nearly all actives have a fitted effect of over 65% in size
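IDH1-R132H (0.5 ug/mL) preincubated 30 min with compound, then NADPH (0.016 mM) and alpha-KG (2 mM) added; 80 min at RT, pH 7.5. Remaining NADPH coupled via diaphorase/resazurin to fluorescence (540/590 nm); concentration-response curves normalized to no-enzyme control.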
USP1-UAF1 inh: USP1/UAF1 (human) deubiquitinase inhibition; Potency, µM (series often up to 57.1 µM), inactives show at the highest dose activity change, negative = inhibition, usual class: inhibitors; recombinant USP1/UAF1, Ub-Rhodamine cleavage fluorescence; 390,000 compounds, 0.23% hits; O94782; further: on the % scale 0 is the no-effect control and ±100 the full control effect; nearly all actives have a fitted effect of over 60% in size; inactives centre near -12
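Step one: compound is pinned into 1nM USP1/UAF1 in HEPES pH 7.8 buffer with TCEP. Step two: 15 min room-temperature incubation. Step three: Ub-Rho (150nM final) starts cleavage, tracked by fluorescence over six one-minute reads.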
Vif-A3G inh: inhibitors of Vif-APOBEC3G interaction | Q9HC16 | HeLa A3G-eYFP + Vif (tagged APOBEC3G with the HIV-1 protein that degrades it), YFP fluorescence, overnight | Potency, µM (top dose mostly 46.1 µM), without a hit: at the top dose activity, negative = active, hits mostly inhibitors | 410,000 compounds, 0.076% hits | AID 602310;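 further: on the % scale 0 is the no-effect control and ±100 the full control effect; nearly all actives have a fitted effect of over 60% in size; hits raise eYFP signal because A3G escapes Vif-driven loss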
Target sequence (Q9HC16 whole entry, looked up): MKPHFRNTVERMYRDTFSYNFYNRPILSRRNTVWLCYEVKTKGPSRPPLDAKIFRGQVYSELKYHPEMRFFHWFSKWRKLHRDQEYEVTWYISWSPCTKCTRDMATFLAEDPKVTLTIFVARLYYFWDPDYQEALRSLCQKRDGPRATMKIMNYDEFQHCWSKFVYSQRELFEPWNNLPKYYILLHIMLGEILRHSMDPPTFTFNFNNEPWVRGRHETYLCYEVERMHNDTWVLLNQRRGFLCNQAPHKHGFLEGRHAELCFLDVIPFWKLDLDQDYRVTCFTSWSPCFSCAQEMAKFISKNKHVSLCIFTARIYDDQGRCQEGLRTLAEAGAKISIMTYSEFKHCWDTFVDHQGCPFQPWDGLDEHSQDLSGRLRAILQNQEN
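Read-out is eYFP fluorescence (Ex 488/Em 500-530) from Vif-expressing HeLa A3G-eYFP cells; more signal means A3G escaped Vif-mediated degradation. Cells plated overnight, compound pinned in, incubated overnight at 37 deg C.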
ALOX12 inh: blocks human arachidonate 12S-lipoxygenase; Potency, µM (series often up to 108 µM), for the others: at the highest dose activity change, negative = inhibition, usual class: inhibitors; P18054; purified 12hLO, xylenol orange hydroperoxide absorbance; 580,000 compounds, 1.1% hits; AID 1671190; further: on the % scale 0 is the no-effect control and ±100 the full control effect
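Purified human 12hLO at 150 nM in 25 mM Hepes, 0.01% Triton X-100, pH 7.0, preincubated 15 min at room temperature with compound. Reaction started with 40 uM arachidonic acid, 30 min at room temperature. Hydroperoxide measured by Fe-xylenol orange, 573/405 nm absorbance ratio.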
rTrxR1 inhibitor: blocks rat thioredoxin reductase 1 | O89049 | recombinant rTrxR1, NADPH fluorescence consumption, selenite substrate | Potency, µM (series often up to 114 µM), without a hit: top-dose activity change, negative = inhibition, actives largely listed as inhibitors | 390,000 compounds, 1% hits | AID 588453; further: on the % scale 0 is the no-effect control and ±100 the full control effect; nearly all actives have a fitted effect of over 65% in size
Target sequence (O89049 whole entry, looked up): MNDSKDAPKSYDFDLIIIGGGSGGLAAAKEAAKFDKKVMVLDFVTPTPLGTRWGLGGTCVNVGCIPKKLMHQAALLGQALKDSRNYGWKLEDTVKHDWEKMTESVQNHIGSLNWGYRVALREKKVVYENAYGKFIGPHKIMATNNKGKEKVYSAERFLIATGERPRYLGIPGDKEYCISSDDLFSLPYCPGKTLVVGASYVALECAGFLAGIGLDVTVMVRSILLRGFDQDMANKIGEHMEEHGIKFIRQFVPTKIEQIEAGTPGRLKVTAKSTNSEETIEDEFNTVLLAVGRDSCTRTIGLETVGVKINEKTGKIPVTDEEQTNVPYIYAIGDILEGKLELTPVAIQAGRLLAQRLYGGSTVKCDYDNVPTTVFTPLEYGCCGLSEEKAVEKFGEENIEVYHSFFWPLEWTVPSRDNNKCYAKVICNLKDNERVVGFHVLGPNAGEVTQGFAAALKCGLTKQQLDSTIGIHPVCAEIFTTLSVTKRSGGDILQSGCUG
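Rat TrxR1 (90 nM in the dispensed reagent) was pre-reduced with 400 uM NADPH for 5 min at room temperature, then incubated with compound for 15 min. After 400 uM selenite was added, NADPH fluorescence (Ex 340/Em 450 nm) was followed for 8 min.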
RXFP1 ag: activates the human relaxin receptor RXFP1; Q9HBX9; HEK293T-RXFP1 cAMP TR-FRET, 30 min; response scale: percent of porcine relaxin response, buffer zero; Potency, µM (highest dose often 57.5 µM), for the others: at the highest dose activation, usual class: activators; 370,000 compounds, 0.3% hits; further: on the % scale 0 is the no-effect control and ±100 the full control effect; nearly all actives have a fitted effect of over 60% in size; many of its hits are not listed in these tables
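Agonist response is measured as cAMP accumulation in an RXFP1-transfected HEK293T line under PDE4 inhibition. Values are scaled between buffer-only and 29 nM porcine relaxin, and EC50s come from standard Hill equation fits.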
Vif-APOBEC3F blk: inhibitors of Vif-A3F interaction | Potency, µM (doses to about 46.1 µM), for inactives: at the top dose activity, negative = active | 390,000 compounds, 0.2% hits | HeLa A3F-eYFP + Vif (tagged APOBEC3F with the HIV-1 protein that degrades it), YFP fluorescence increase | AID 602313; further: % of control where 0% means no effect; nearly all actives have a fitted effect of over 65% in size
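Fluorescence increase (Ex 488/Em 500-530) after overnight compound treatment at 37 deg C flags inhibition of Vif-driven A3F-eYFP loss in stable HeLa A3F-eYFP/Vif cells seeded overnight beforehand.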
TrxR1 substrate: substrates of rat thioredoxin reductase 1. O89049. purified TrxR1 substrate turnover, NADPH consumption readout. Potency, µM (top dose mostly 114 µM), for the others: at the top dose activity change, negative = substrate turnover. 390,000 compounds, 0.01% hits; further: on the % scale 0 is the no-effect control and ±100 the full control effect; nearly all actives have a fitted effect of over 50% in size
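Rat TrxR1, dispensed at 90 nM, was prereduced with 400 uM NADPH (final) for 5 min at ~22 deg C, then incubated with compound 15 min before 400 uM selenite. A first-read NADPH fluorescence drop versus no-compound background flagged substrates.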
RGS4 inh: blocks human RGS4-accelerated GTP hydrolysis; P49798; Transcreener GDP fluorescence polarization, RGS4-accelerated GTP hydrolysis; Potency, µM (doses to about 114 µM), inactives show at the highest dose activity change, negative = inhibition, hits mostly inhibitors; 390,000 compounds, 0.039% hits; AID 504845; further: on the % scale 0 is the no-effect control and ±100 the full control effect; nearly all actives have a fitted effect of over 75% in size; some results filed as inactive show a strong effect at the top dose
Target sequence (P49798 whole entry, looked up): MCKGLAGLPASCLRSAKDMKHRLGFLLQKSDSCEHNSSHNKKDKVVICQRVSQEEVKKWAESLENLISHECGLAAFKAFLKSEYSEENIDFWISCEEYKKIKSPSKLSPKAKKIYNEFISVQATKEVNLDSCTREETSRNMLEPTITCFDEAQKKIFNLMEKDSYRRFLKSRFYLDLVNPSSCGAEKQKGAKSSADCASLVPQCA
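MLSMR compounds (23 nl, pin-transferred) preincubated 10 min at room temperature with a 500nM (2x) first reagent, then RGS4 at 900nM (2x) plus Transcreener GDP mix added; fluorescence polarization (620/688 nm) read before and after 90 min at 30 °C.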
* = called active by the depositor; i = inactive; ? = inconclusive; nt = not tested or not shown; [ ] = remark or other dose. The call rests on the fitted dose curve; in most records, active means well fitted curve in the direction sought with a large enough effect; inconclusive means small, poorly fitted or top-dose-only effect, or another doubt; inactive means no such curve, though single readings can be large; an effect the other way counts as inactive or inconclusive. Potency means the concentration at half of the fitted maximal effect. The list is partial; the hit share may differ from the screen's.

Every second line gives: IDH1 R132H inh	USP1-UAF1 inh	Vif-A3G inh	ALOX12 inh	rTrxR1 inhibitor	RXFP1 ag	Vif-APOBEC3F blk	TrxR1 substrate	RGS4 inh
CCOC(=O)C(C)n1cnc2scc(-c3ccc(C)c(C)c3)c2c1=O (stereo not drawn)
    1%	?	-7%	-2%	14%	-0.8%	1%	0%	9%
COc1ccc(C(=O)NCc2nnc(SCC(=O)N3CCCC3)o2)cc1OC
    0%	-8%	-1%	i	7%	4.2%	2%	1%	-3%
COC(=O)c1ccccc1NC(=O)CSc1cc(-c2ccccc2)nc(C)n1
    0%	-16%	-4%	-21%	-5%	?	-4%	-1%	-17%
CC1Cc2ccccc2N1Cc1nc2cc(C(F)(F)F)ccc2c(=O)[nH]1 (stereo not drawn)
    -1%	-5%	-19%	0%	-11%	-0.8%	0%	5%[57.1 µM]	-17%
Cn1c(=O)c(C(=O)Nc2ncccn2)c(O)c2ccccc21
    10%	-19%	1%	0%	16%[57.1 µM]	-0.3%	4%	16%[57.1 µM]	-30%[11.4 µM]
COc1ccc(-n2c(SCC(=O)N3CCOCC3)nnc2C(C)N2CCCCC2)cc1 (stereo not drawn)
    0%	-9%	3%	nt	-10%	0.3%	1%	-6%	6%[11.4 µM]
Cn1cc(CNC(=O)c2cc(-c3ccccc3)nc3ccc(Br)cc23)cn1
    2%	-16%	-4%	8%	-4%[57.1 µM]	?	-7%	-3%[57.1 µM]	-11%
CC(=O)NCCc1c(C)n(Cc2ccccc2)c2ccccc12
    20%	-26%	-3%	?	10%[57.1 µM]	-1.1%	-6%	9%[57.1 µM]	-16%
CCCCN(CC)C(=O)c1cc2cc3ccc(OC)cc3nc2o1
    -2%	-13%	2%	?	-18%	3.4%	-10%	113%[activator]	14%
COc1ccc2c(c1)OC[C@H]1[C@H]2N2C(=O)c3cc(C)ccc3NC(=O)[C@@]2(C)[C@H]1c1ccccc1
    -10%	-9%	-12%	nt	36%	nt	-7%	2%	9%
CCn1ncc(/C=N/O)c1C
    -3%	-8%	2%	26%	54%[activator][57.1 µM]	1.6%	-6%	12%[57.1 µM]	7%
CCCc1cc(=O)[nH]c(SCc2csc(-c3ccccc3)n2)n1
    21%	-21%	-15%	3%	21%	-0.7%	9%	11%[57.1 µM]	9%
Cc1ccccc1-n1cc(-c2ccc(Br)cc2)nc1SCC(N)=O
    7%	-26%	5%	98%[activator]	2%	4.7%	-4%	-3%	3%
COCCN(CC(=O)NCc1ccccc1)C(=O)CCC(=O)Nc1ccccn1
    4%	13%	1%	0%	10%[57.1 µM]	-0.6%	-6%	7%[57.1 µM]	11%
COc1ccccc1N(CC(=O)NCC(C)C)S(=O)(=O)c1cccs1
    6%	-26%	1%	-7%	7%[57.1 µM]	-1.4%	-12%	3%[57.1 µM]	14%

In another format: entries from further up
| smiles | IDH1 R132H inh | USP1-UAF1 inh | Vif-A3G inh | ALOX12 inh | rTrxR1 inhibitor | RXFP1 ag | Vif-APOBEC3F blk | TrxR1 substrate | RGS4 inh |
| --- | --- | --- | --- | --- | --- | --- | --- | --- | --- |
| COc1ccc2c(c1)OC[C@H]1[C@H]2N2C(=O)c3cc(C)ccc3NC(=O)[C@@]2(C)[C@H]1c1ccccc1 | -10% | -9% | -12% | nt | 36% | nt | -7% | 2% | 9% |
| CCn1ncc(/C=N/O)c1C | -3% | -8% | 2% | 26% | 54%[activator][57.1 µM] | 1.6% | -6% | 12%[57.1 µM] | 7% |

Next section
Every second line gives: IDH1 R132H inh	USP1-UAF1 inh	Vif-A3G inh	ALOX12 inh	rTrxR1 inhibitor	RXFP1 ag	Vif-APOBEC3F blk	TrxR1 substrate	RGS4 inh
COc1ccccc1NC(=O)/C(=N/OCc1ccc(C#N)cc1)C(C)=O
    5%	?	0%	-3%	21%[57.1 µM]	1.9%	-7%	6%[57.1 µM]	?
CCOC(=O)N(C)C[C@@H]1OCc2cnnn2CCCC(=O)N([C@H](C)CO)C[C@H]1C
    3%	-14%	3%	-21%	nt	nt	0%	nt	nt
CC1=NN(C(=O)Cn2ccc([N+](=O)[O-])n2)C(O)(C(F)(F)F)C1 (stereo not drawn)
    5%	-4%	-1%	-18%	2%	0.3%	2%	1%	7%
CC(C)CC(=O)NC(c1cccs1)c1ccc2cccnc2c1O (stereo not drawn)
    5%	-20%	-14%	nt	6%[57.1 µM]	-1.6%	-30%	-1%[57.1 µM]	-9%
Cc1cc(C)cc(NC(=O)C(=O)NCC(c2cccnc2)N2CCc3ccccc3C2)c1 (stereo not drawn)
    -2%	-15%	-3%	0%	17%	1.3%	-15%	12%[11.4 µM]	-11%
O=C(CN(C(=O)c1csnn1)c1ccccc1Cl)NC1CCCCC1
    0%	-15%	0%	2%	21%[57.1 µM]	1.7%	11%	12%[57.1 µM]	23%
O=C(Nc1ccc(Cl)cc1)C1CCN(c2nc3ccccc3n3cccc23)CC1
    -3%	-28%	-5%	?	-2%	3.3%	-25%	-10%	-4%
CCOC(=O)C1=C(CSc2nc(-c3ccncc3)ccc2C#N)OC(N)=C(C#N)C1c1ccc(OC)cc1 (stereo not drawn)
    -4%	-11%	-9%	0%	-4%[57.1 µM]	5.3%	2%	-12%	?
C=C(C)CC1(NC(C)c2ccccc2)CCCCC1 (stereo not drawn)
    4%	-3%	-5%	3%	22%	0.8%	-6%	4%	1%
CC(C)c1ccccc1NC(=O)CN(c1ccccc1)S(=O)(=O)N(C)C
    2%	-23%	1%	-9%	20%	-0.2%	-18%	-2%	-2%
COc1ccc(C(CC(=O)c2ccc(C)cc2)Nc2ccc([N+](=O)[O-])cc2)cc1 (stereo not drawn)
    0%	-25%	1%	-12%	13%	-1.0%	3%	0%	-4%
O=C(CNS(=O)(=O)c1ccccc1)NNC(=O)C(Cl)Cl
    0%	-9%	-8%	-1%	9%[57.1 µM]	-1.9%	-2%	3%[57.1 µM]	13%
Cc1ccc2[nH]c(=O)c(CN(CCCN3CCOCC3)Cc3nnnn3C3CCCC3)cc2c1
    1%	-12%	1%	11%	20µM*	1.0%	-1%	9%	-46%
Cc1cc(C)nc(SC2CCCCC2O)n1 (stereo not drawn)
    5%	?	0%	-4%	9%	2.5%	-10%	9%	11%
COc1cc(/C=N/c2oc(-c3ccccc3)cc2C#N)ccc1O
    14%	-19%	-10%	-34%	-8%	-0.3%	-7%	68%[activator]	-14%[56.9 µM]
O=C(Cc1ccc(F)cc1)N[C@@H]1c2ccccc2CC[C@@H]1OCc1ccccc1
    -2%	-12%	1%	2%	0%	nt	-1%	-4%	15%
Cc1ccc(-n2nc(C(=O)NCCN(C)C)c(=O)n(C)c2=O)cc1
    -11%	7%	-2%	-9%	26%[57.1 µM]	0.4%	5%	2%[57.1 µM]	17%
Cc1ccc(CSC2=NCCN2C(=O)C(C)Oc2ccccc2)cc1 (stereo not drawn)
    3%	-15%	1%	2%	26%[57.1 µM]	-1.0%	22%	-14%[57.1 µM]	-25%
CN(C(=O)c1ccco1)c1nc2c(s1)CCCC2
    0%	0%	9%	0%[57.4 µM]	-8%	1.3%	-6%	7%[57.1 µM]	8%[11.4 µM]
COc1ccc(COc2cccnc2N)cc1
    16%	-15%	-1%	93%[activator]	31%	-0.4%	9%	2%	21%
Clc1ccc2nc(C3CCN(Cc4ccccc4)CC3)[nH]c2c1
    6%	-4%	1%	-2%	19%	-0.2%	-7%	9%	19%
N/C(=N\OC(=O)CCCOc1ccc(Cl)cc1Cl)c1ccncc1
    9%	-6%	-4%	-11%	21%[57.1 µM]	2.0%	-16%	-11%	-2%
O=C1/C(=C\c2ccc(-c3ccccc3Cl)o2)SC(=S)N1CC1CCCO1 (stereo not drawn)
    0%	-10%	3%	-33%	?	-0.2%	-3%	15%[57.1 µM]	8%[11.4 µM]
COc1ccc2[nH]cc(C(=O)CN3CCCC(C)C3)c2c1 (stereo not drawn)
    4%	?	1%	0%	-5%[57.1 µM]	1.2%	-3%	10%[57.1 µM]	-16%
FC(F)(F)c1ccc(CN2C[C@@H]3C(c4ccc(Cl)nc4)C4(c5ccccc5)CC3(C4)[C@H]2c2ccccc2)cc1 (stereo partly drawn)
    -1%	-23%	0%	-10%	2%	0.0%	-9%	-1%	4%
O=C(CSc1cccc[n+]1[O-])N1CCCc2ccccc21
    -1%	3%	0%	4%	24%[57.1 µM]	2.3%	-19%	5%[57.1 µM]	-10%
O=C1NC2=C(C(=O)CCC2)C(c2ccc([N+](=O)[O-])cc2)N1 (stereo not drawn)
    4%	-17%	1%	31%[activator]	-2%[57.1 µM]	-0.3%	2%	-2%[57.1 µM]	-14%
CCOc1ccc(OCCC(=O)N2CCN(S(=O)(=O)c3ccc(OCC)cc3)CC2)cc1
    -7%	-3%	0%	5%	7%	-1.6%	-19%	5%	-23%
CN(Cc1ccccc1)C(=O)c1nc2ccccn2c1CN1CCC(N2CCOCC2)CC1
    -18%	-15%	0%	9%	-10%	8.0%	-6%	-3%	4%
COc1ccc(CNC(=O)COC(=O)c2n[nH]c3ccccc23)cc1
    3%	-3%	0%	0%	-10%	1.0%	-7%	3%[57.1 µM]	7%
